Screens from PubChem BioAssay.
APJ antag: antagonists of human APJ apelin receptor; P35414; CHO-K1 APJ beta-arrestin complementation, luminescence; inhibition, % at 20 µM; 330,000 tested, 0.32% active; AID 2521;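 active means inhibition above about 40% at 20 µM, limit read from the data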;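 further: cells challenged with 10 nM apelin-13 agonist together with compound; plate controls were apelin-13 plus DMSO wells for no effect and DMSO wells lacking apelin-13 for full effect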
Target sequence (P35414 whole entry, looked up): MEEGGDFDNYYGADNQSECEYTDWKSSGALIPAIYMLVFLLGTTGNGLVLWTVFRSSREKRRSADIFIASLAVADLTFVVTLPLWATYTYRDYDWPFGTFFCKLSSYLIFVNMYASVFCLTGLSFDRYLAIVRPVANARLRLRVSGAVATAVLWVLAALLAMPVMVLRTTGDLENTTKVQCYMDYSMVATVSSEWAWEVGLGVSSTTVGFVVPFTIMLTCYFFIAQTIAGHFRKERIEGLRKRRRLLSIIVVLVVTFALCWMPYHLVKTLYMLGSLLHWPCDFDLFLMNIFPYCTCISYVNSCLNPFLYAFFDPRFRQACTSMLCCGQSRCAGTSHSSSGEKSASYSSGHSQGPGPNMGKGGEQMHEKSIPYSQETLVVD
tim10-1 inh: inhibits growth of tim10-1 mutant yeast | inhibition, % at 20 µM | 330,000 tested, 2.2% active | S. cerevisiae tim10-1 ts strain growth, BacTiter-Glo, 24 h;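 active means inhibition of at least 40%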;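 further: mutant grown at 25 °C; 0% = DMSO wells with yeast and 100% = wells holding no yeast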
tim23-1 inh: tim23-1 yeast growth inhibition; AID 463212; S. cerevisiae tim23-1 growth, BacTiter-Glo luminescence, 24 h; inhibition, % at 20 µM; 330,000 tested, 1.3% active;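 active means growth inhibition of the mutant yeast at or above 50%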;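 further: temperature-sensitive mutant grown at 25 °C; plate controls were DMSO-treated mutant yeast for no effect and medium wells lacking yeast for full effect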
APJ ag: agonists of human APJ apelin receptor; 330,000 tested, 0.11% active; AID 2520; activation, % at 20 µM; CHO-K1 APJ PathHunter beta-arrestin, luminescence; 0% DMSO wells, 100% apelin;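 active means activation more than six SD over the plate average, tested at 20 µM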;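 further: 0% = DMSO alone and 100% = apelin-13 at 10 nM; some results filed as inactive read as strong as hits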
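system = engineered CHO-K1 APJ arrestin reporter cells | input = 1000 cells per well | timing = overnight seeding, 90 min compound at 25 °C, 1 h detection | measured by = enzyme-fragment complementation luminescence | read-out = beta-arrestin recruitment to APJ as agonist activity, luminescent signal | control set = negative DMSO alone, positive Apelin-13 at 10 nM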
UPR CHOP act: apoptotic UPR (CHOP) activation; AID 449763; 330,000 tested, 0.34% active; activation, % at 10 µM; CHO-CHOP luciferase reporter, luminescence; percent of tunicamycin response over DMSO baseline;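 active means at 10 µM dose, activation of 40% or more, normalized to positive control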;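 further: 100% = tunicamycin at 10 µg/mL and 0% = DMSO alone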
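Test system: CHO-CHOP cells, stable luciferase reporter of PERK-eIF2a-CHOP signalling | Quantity: 500 CHO-CHOP cells per well | Buffer or medium: F12 plus 10% serum | Compound dosing: 10 µM single point, 0.5% DMSO | Schedule: 6 h compound treatment, 37 °C | Signal: Luciferase luminescence | Control set: Tunicamycin high control, DMSO low control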
CXCR6 block: CXCR6 (human) receptor inhibition; O00574; inhibition, % at 20 µM; 360,000 tested, 0.36% active; CHO-K1 PathHunter CXCR6 beta-arrestin, luminescence; in the data active means inhibition above about 34%, passing the limit was not always enough;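 further: antagonist mode with CXCL16 agonist at 10 nM final; 0% = 10 nM CXCL16 with DMSO and 100% = unstimulated wells without agonist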
Target sequence (O00574 whole entry, looked up): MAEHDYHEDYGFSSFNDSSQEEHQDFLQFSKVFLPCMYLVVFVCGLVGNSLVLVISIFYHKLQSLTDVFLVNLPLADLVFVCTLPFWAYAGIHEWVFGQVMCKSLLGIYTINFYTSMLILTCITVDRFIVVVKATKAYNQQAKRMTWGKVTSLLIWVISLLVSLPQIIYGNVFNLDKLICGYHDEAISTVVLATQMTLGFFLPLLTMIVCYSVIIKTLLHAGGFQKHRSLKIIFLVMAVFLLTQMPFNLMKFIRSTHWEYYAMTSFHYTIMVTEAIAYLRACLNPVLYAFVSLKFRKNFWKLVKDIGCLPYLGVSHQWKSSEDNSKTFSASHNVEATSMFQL
Mdm2 MdmX PPI: inhibitors of human Mdm2/MdmX interaction; O15151+Q00987; SaOS-2 split-luciferase Mdm2/MdmX complementation, luminescence; inhibition, % at 8 µM; 330,000 tested, 3% active;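 active means inhibition of at least 50% at 8 µM in the primary screen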
TIM10 inh: TIM10 yeast growth inhibition. S. cerevisiae TIM10 strain growth, BacTiter-Glo luminescence, 24 h. inhibition, % at 10 µM. 330,000 tested, 1.4% active. AID 463195;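 active means inhibition of 40% or more at the single tested concentration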;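 further: wild-type TIM10 isogenic control strain grown at permissive 25 °C; 0% = DMSO yeast wells and 100% = minimal medium wells without yeast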
XBP1 UPR activ: activators of adaptive arm of unfolded protein response (XBP1); CHO-XBP1 luciferase reporter, IRE1-XBP1 UPR activation, luminescence; percent of tunicamycin response, DMSO as zero; activation, % at 20 µM; 330,000 tested, 0.33% active; AID 463104;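 active means versus positive control, 20 µM dose yields 30% or more activation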;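 further: 100% = tunicamycin at 10 µg/mL and 0% = DMSO only wells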
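incubation = overnight seeding at 37 °C, 6 h compound treatment at 37 °C | assay system = CHO-XBP1 cells stably carrying IRE1-XBP1-driven luciferase reporter | input = 1000 cells per well | detection = luciferase luminescence | dosing = single point, 20 µM final compound, 1% DMSO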
Starred values were filed as active, the others as inactive; / = no result given; & = joins results of further samples. This is a subset, so the mix of outcomes need not match the whole.

SMILES	APJ antag	tim10-1 inh	tim23-1 inh	APJ ag	UPR CHOP act	CXCR6 block	Mdm2 MdmX PPI	TIM10 inh	XBP1 UPR activ
COc1ccc(C(CC(=O)N2CCCC(C)C2)c2c(OC)cc(OC)c3ccc(=O)oc23)cc1 (stereo unspecified)	25	18	25	-2	-0.1	-2	12	8	2
O=C(O)CCCC(=O)Nc1ccccc1-n1ccnc1	9	0	1	-3	-2.0	-22	7	96*	-1
O=[N+]([O-])c1ccc(/C=[N+](\[O-])CCO)o1	-8	3	11	0	3.5	-7	-11	4	0
Cc1ccc(-c2nc(C)sc2CC(=O)OCC(=O)Nc2cccc([N+](=O)[O-])c2)cc1	6	20	27	-2	0.4	0	-7	24	-1
COc1ccc(OC)c(NC(=O)c2oc3c(c2C)C(O)CC(C)(C)C3)c1 (stereo unspecified)	-64	32	23	4	-0.7	-1	11	11	-3
Cn1cccc1-c1nc2ccc(NC(=O)c3cccs3)cc2[nH]1	3	1	56*	-2	4.4	-11	-13	24	3
Cc1cc(C)nc(NC(=O)CSc2nnnn2-c2ccccc2)n1	11	10	0	-1	-2.0	-3	11	8	0
Cc1nc2oc3c(=O)[nH]cnc3c2c2c1COC(C)(C)C2	19	14	7	-1	-0.8	-2	6	1	-4
O=C1c2ccccc2C(=O)N1c1ccc(Br)c2cccnc12	15	22	31	-5	-0.4	9	-4	-26	1
CC1(C)CSC(=NCc2ccccc2)N1C(=O)c1cccc([N+](=O)[O-])c1	6	12	6	-1	1.6	-5	18	14	0
COC(=O)c1ccc(NC(=S)NC2c3ccccc3CC2O)cc1 (stereo unspecified)	2	6	11	-3	1.0	-11	10	4	1
Cc1ccc(CN2C(=O)[C@@H]3Cc4c([nH]c5ccccc45)C(C)(C)N3C2=O)cc1	5	18	41	14	0.3	-2	22	24	-3
OC[C@H]1OC(O)[C@H](O)[C@@H]1O (stereo partly specified)	9	0	1	3	-2.3	-10	-2	8	-4
CCCC(=O)Nc1ccc(NC(=O)Cc2ccccc2)cn1	5	16	17	0	-0.8	-13	-18	-9	-2
NC(=O)C1CCN(C(=O)CCSCc2ccccc2)CC1	-13	10	7	-2	1.3	-7	6	-6	-6
Cc1cc(Nc2ccccc2C(=O)O)n(-c2cccc(Cl)c2)n1	-28	4	15	4	-0.6	0	-15	1	0
COc1ccc(NC(=O)CC2C(=O)N(Cc3cccs3)C(=S)N2C(C)C)cc1 (stereo unspecified)	-2	13	5	-1	1.4	-14	8	17	-3
O=C(Cn1cnc2c(OCc3ccccc3)ncnc21)NCCCN1CCCC1=O	0	-14	-16	-4	0.9	1	12	-4	0
Nc1cccc2c3c(oc12)CCCC3	4	1	4	-1	3.5	-7	19	-2	-2
O=C(c1ccc([N+](=O)[O-])cc1)N1CCSC1c1ccc(Br)cc1 (stereo unspecified)	3	8	-23	-2	1.2	-2	-35	-4	-3
CC(C)Cn1c(S(=O)(=O)O)nc2ccccc21	7	-6	4	-3	1.3	5	24	-21	1
NC(=O)Nn1c(CCC(=O)O)ccc1-c1ccc(Cl)cc1	-14	3	22	-2	-2.1	0	5	7	-3
COc1ccccc1NC(=S)N(CCc1ccc(OC)c(OC)c1)Cc1ccccn1	0	36	24	-3	0.4	12	17	8	-1
Cc1ccc(SCC(=O)OCC(=O)N(C)CC(=O)Nc2ccccc2Cl)cc1C	-29	17	27	-5	-0.1	-2	19	-9	-1
CC1CCc2nn(CC(=O)NCc3ccco3)cc2C1 (stereo unspecified)	-55	-6	-9	-3	2.0	4	13	9	-1
Next part.
SMILES	APJ antag	tim10-1 inh	tim23-1 inh	APJ ag	UPR CHOP act	CXCR6 block	Mdm2 MdmX PPI	TIM10 inh	XBP1 UPR activ
CCc1ccc(NC(=O)Nc2cc(C(=O)O)ccc2N2CC3CC(C2)c2cccc(=O)n2C3)cc1 (stereo unspecified)	0	14	10	1	2.6	-6	-18	5	0
Cc1ccc(C)c(S(=O)(=O)N2CCN(C(=O)Cc3ccsc3)CC2)c1	-5	13	32	-3	0.9	-2	1	7	-2
Cc1cc(S(=O)(=O)N2CCN(c3ccc(F)cc3)CC2)c(C)s1	17	7	14	-3	-2.0	-5	3	-10	-3
Cc1ccc(C(=O)N/C(=C\c2cccc([N+](=O)[O-])c2)C(=O)NC(Cc2ccccc2)C(=O)O)cc1 (stereo unspecified)	1	-10	-12	1	1.7	-17	7	7	-3
Nc1ccc(S(=O)(=O)Nc2nccc(/C=C/c3ccc(Br)s3)n2)cc1	6	4	-9	-2	1.7	2	-9	18	-1
OCCOCCn1c(C(CO)Nc2nc(-c3cccc(Br)c3)cs2)nc2ccccc21 (stereo unspecified)	-8	1	17	-3	-1.2	-4	14	0	-4
Cc1ccc(C)c(OCC(=O)Nc2c[nH]c(=O)[nH]c2=O)c1	8	1	-25	0	-1.0	-5	21	-42	2
COc1ccccc1/C=C/C(=O)OCCCN(C)C	2	1	-2	-2	-1.1	-8	-1	5	2
COc1ccc(NC(=O)Nc2ccc(N3CCCC3=O)cc2)cc1OC	13	-6	0	1	0.9	-6	10	-6	-3
CC(C)(C)c1[nH]c2ccccc2c1/C=N/O	7	-11	-9	-3	-3.1	-4	2	1	2
COC(=O)c1cn(NC(=O)c2cc(OC)c(OC)c(OC)c2)c(=O)c2ccccc12	1	2	-37	5	0.2	0	-6	-2	-3
CCC/C(O)=C1\C(=O)CCCC1=NCCCCCC(=O)O	0	0	-2	-4	-0.7	4	20	-6	-1
COc1ccc(CNC(=O)c2cc(=O)c3c(C)cc(C)cc3o2)cc1	5	3	29	-5	0.1	-3	22	-9	0
Cc1sc(NC(=S)NC(=O)c2ccco2)c(C(N)=O)c1C	-6	-4	-7	0	1.3	20	-52	-8	4
CCC1CCCCN1CCCNC(=O)Cn1nc(-c2ccc(C)cc2)ccc1=O (stereo unspecified)	8	10	9	-1	0.0	6	6	16	4
O=C(Nc1ccc(OC(F)(F)F)cc1)c1[nH]ncc1[N+](=O)[O-]	2	4	7	-1	2.4	7	13	-1	-2
CC(=O)c1c(OC(=O)c2ccccc2)c2ccccc2n1C	10	24	20	-2	0.1	-8	24	18	5
COC(=O)/C(C#N)=C/c1c(Oc2cccc(C)c2C)nc2ccccn2c1=O	-3	11	5	1	-0.6	5	11	20	8
CCOC(=O)C1=C(CS(=O)(=O)c2ccccc2)NC(=O)NC1c1ccc(O)c(OC)c1 (stereo unspecified)	-10	5	4	-1	-0.3	-7	32	1	-1
CCC1=NN2C(=N)/C(=C\c3cccn3-c3ccc(Cl)cc3)C(=O)N=C2S1	24	35	37	-3	0.1	4	9	28	-2
Brc1ccc(Oc2nsnc2N2CCOCC2)cc1	16	16	25	-2	0.9	-4	8	4	-2
O=C(NCc1cccnc1)c1cccc(S(=O)(=O)Nc2cccc(Cl)c2)c1	0	-11	0	-2	-1.2	-2	23	0	-2
COc1ccc(C(=O)C[n+]2ccc(-c3nnc4n3CCC4)cc2)cc1	3	12	5	-1	-0.5	0	-15	4	-1
CC(C)CN1CCN(CC#Cc2ccccc2)CC1CCO (stereo unspecified)	3	-3	8	-4	0.3	5	-4	10	-1
CC1(OC(=O)C2CCCC2)C(=O)C=C2C=C3CCCN3C=C2C1=O (stereo unspecified)	-2	9	7	7	-3.7	/	-5	4	-1
Continuation:
SMILES	APJ antag	tim10-1 inh	tim23-1 inh	APJ ag	UPR CHOP act	CXCR6 block	Mdm2 MdmX PPI	TIM10 inh	XBP1 UPR activ
N#CC1=C(N)Oc2c(ccc3ccccc23)C1c1cccs1 (stereo unspecified)	-1	30	35	2	1.7	/	-27	29	13
COc1ccc(C(=O)c2c[nH]c(C(=O)NCc3ccco3)c2)cc1	6	4	3	3	-0.1	4	-30	11	-1
COc1ccc(Nc2nc(S(=O)(=O)c3ccc(C)cc3)c(Cl)s2)cc1	4	42*	30	-1	-2.3	2	22	17	-3
O=C(NCCN1CCOCC1)c1cc(-c2ccc(Cl)cc2)on1	-1	17	20	-1	-2.3	-2	-16	-2	-1
Nc1nc(-c2ccco2)nn1S(=O)(=O)c1ccc(Cl)cc1	-18	9	2	-7	1.1	-7	-15	-46	-2
COc1ccccc1NS(=O)(=O)c1cc(C(=O)N2CCN(C/C=C/c3ccccc3)CC2)ccc1C	-22	-7	-11	-5	0.5	0	16	-2	-8
CC1Nc2ncnc(N3CCc4ccccc4C3)c2N(Cc2ccc(Br)cc2)C1=O (stereo unspecified)	35	36	30	-9	1.8	9&26	54*	22	3
Cc1ccccc1Nc1nc(=O)c2cc([N+](=O)[O-])ccc2s1	-17	18	18	-1	0.1	-1	-8	12	0
Cc1ccn2c(NCc3ccc4c(c3)OCO4)c(-c3ccc(O)cc3)nc2c1	-14	11	5	-1	3.4	-2	-38	-2	2
COc1ccc(CNC(=O)c2c(F)c(F)c(F)c(F)c2F)cc1	-7	-8	3	-1	-0.2	-7	9	6	-1
Cc1ccc(P(C)(=O)c2ccc(C)cc2)cc1	15	14	-2	1	-2.6	6	18	3	-4
CC(C)NC(=S)NC(=O)/C=C/c1cccc2ccccc12	-6	33	36	-1	-0.7	8	45	2	-2
Cc1nonc1OC(C)CNCCNc1ccc([N+](=O)[O-])cc1 (stereo unspecified)	12	-25	-11	-4	-0.1	2	9	-11	0
CC(C)=CCN1CCN(Cc2cc3ccccc3[nH]2)CC1CCO (stereo unspecified)	6	-4	12	0	-0.7	21	24	-2	-2
COc1cccc(NC(=S)N2c3ccccc3CC2C)c1 (stereo unspecified)	-15	17	29	7	1.7	2	6	14	-9
COc1ccccc1NS(=O)(=O)c1ccc(N2CCOCC2)c(NC(=O)c2ccco2)c1	10	12	-2	-4	0.0	-1	20	-2	-2
CC(C)(C)NC(=O)CN(Cc1cccs1)C(=O)CN1C(=O)C(=O)c2ccccc21	-11	-5	7	0	-1.8	-7	16	-13	-5
CCOc1ccccc1N1CCN(C(=O)c2c(-c3c(F)cccc3Cl)noc2C)CC1	10	26	34	0	1.9	-7	29	16	-7
CC(C)(C)n1nc2c(c1NC(=O)Cc1cccs1)CSC2	12	13	18	-4	0.7	/	2	1	-1
O=C(CCN1CCc2ccccc2C1)Nc1ccc(F)cc1	9	13	-2	-6	1.6	-2	12	9	3
O=C(NC(=S)Nc1ccccc1CO)C1CCCCC1	10	12	12	-5	-0.5	7	-22	-8	-3
Cc1nc(N2CCOCC2)c(C#N)c2c1COC(C)(C)C2	18	7	15	1	0.6	1	-12	-24	1

2 entries from above, as labelled records.
canonical_smiles: CC(C)(C)NC(=O)CN(Cc1cccs1)C(=O)CN1C(=O)C(=O)c2ccccc21
  APJ antag: -11	tim10-1 inh: -5	tim23-1 inh: 7	APJ ag: 0	UPR CHOP act: -1.8	CXCR6 block: -7	Mdm2 MdmX PPI: 16	TIM10 inh: -13	XBP1 UPR activ: -5
canonical_smiles: CCOc1ccccc1N1CCN(C(=O)c2c(-c3c(F)cccc3Cl)noc2C)CC1
  APJ antag: 10	tim10-1 inh: 26	tim23-1 inh: 34	APJ ag: 0	UPR CHOP act: 1.9	CXCR6 block: -7	Mdm2 MdmX PPI: 29	TIM10 inh: 16	XBP1 UPR activ: -7
